CDK5 inh: inhibitors of human CDK5/p35 kinase, primary screen, biochemical, single concentration | Cyclin-dependent kinase 5 (Homo sapiens) + Cyclin-dependent kinase 5 activator 1 (Homo … | Recombinant CDK5/p35, ADP-Glo luminescence, 60 min | inhibition, % at 10 µM | 330,000 compounds, 0.01% hits | AID 488839, 2010;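 active = highest replicate inhibition of at least 50% and at least 75% of replicates reaching 50%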;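 note: plate controls were DMSO neutral control for no effect and GW8510 at 10 µM for full effect; many of its hits are not listed in these tables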
Target sequence (Q00535 whole entry, looked up): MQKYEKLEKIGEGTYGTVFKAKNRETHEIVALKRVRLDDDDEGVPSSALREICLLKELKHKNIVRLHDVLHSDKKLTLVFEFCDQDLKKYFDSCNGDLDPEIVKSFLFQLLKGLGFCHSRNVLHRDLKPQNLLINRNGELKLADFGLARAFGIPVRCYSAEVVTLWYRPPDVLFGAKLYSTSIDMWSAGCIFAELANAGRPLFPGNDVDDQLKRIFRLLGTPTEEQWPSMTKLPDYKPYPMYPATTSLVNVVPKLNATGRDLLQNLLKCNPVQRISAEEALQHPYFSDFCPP
Target sequence (Q15078 whole entry, looked up): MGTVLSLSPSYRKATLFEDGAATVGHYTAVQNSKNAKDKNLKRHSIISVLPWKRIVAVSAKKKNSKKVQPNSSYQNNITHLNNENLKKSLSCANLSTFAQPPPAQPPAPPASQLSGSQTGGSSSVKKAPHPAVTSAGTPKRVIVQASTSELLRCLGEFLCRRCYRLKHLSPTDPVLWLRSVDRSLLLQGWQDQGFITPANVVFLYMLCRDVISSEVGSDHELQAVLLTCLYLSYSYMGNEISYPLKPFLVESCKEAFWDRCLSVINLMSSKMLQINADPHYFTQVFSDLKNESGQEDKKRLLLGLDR
Wnt act: Wnt/beta-catenin pathway activators, primary screen, cell-based, plate reader, single point; 300,000 compounds, 1.2% hits; activation, % at 9.35 µM; Wnt/beta-catenin reporter cell assay, activator; in the data active = activation above about 30%, passing the limit was not always enough;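 note: 0% = neutral control wells and 100% = positive control wells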
MITF TRPM1 HTS: activators of MITF-driven TRPM1 promoter reporter, primary screen, cell-based, SK-MEL-5, luciferase, single point; SK-MEL-5 TRPM1-promoter luciferase, 24 h; % of positive control, neutral wells = 0; 300,000 compounds, 0.75% hits; activation, % at 12.5 µM;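 active = mean activation of at least 80% with every replicate also reaching 80%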;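 note: 0% = neutral control wells and 100% = parthenolide positive control wells; values of inactives mirror those of a sister screen read the other way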
dFosB activator: activators of delta FosB homodimer, primary screen, biochemical, fluorescence polarization, TAMRA-CDK5 oligo, single point | AID 493131, 2011 | activation, % at 25 µM | 340,000 compounds, 0.99% hits | purified delta FosB; percent of positive-control signal above neutral wells;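 active = mean activation above about 17%, with every replicate also reaching it, limit read from the data, passing the limit was not always enough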;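 note: fluorescence polarization rise as delta FosB binds a TAMRA Cdk5 AP-1 oligo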
Rtt109 HAT inh: inhibitors of C. albicans Rtt109/Vps75 HAT, primary screen, biochemical, ThioGlo CoA-SH fluorescence, plate reader. Histone acetyltransferase RTT109 (Candida albicans (strain SC5314 / ATCC MYA-2876)), …. purified Rtt109/Vps75, 4 h. inhibition, % at 34.9 µM. 330,000 compounds, 0.16% hits;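 active = inhibition of at least 50% in every replicate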
Target sequence (Q5AAJ8 whole entry, looked up): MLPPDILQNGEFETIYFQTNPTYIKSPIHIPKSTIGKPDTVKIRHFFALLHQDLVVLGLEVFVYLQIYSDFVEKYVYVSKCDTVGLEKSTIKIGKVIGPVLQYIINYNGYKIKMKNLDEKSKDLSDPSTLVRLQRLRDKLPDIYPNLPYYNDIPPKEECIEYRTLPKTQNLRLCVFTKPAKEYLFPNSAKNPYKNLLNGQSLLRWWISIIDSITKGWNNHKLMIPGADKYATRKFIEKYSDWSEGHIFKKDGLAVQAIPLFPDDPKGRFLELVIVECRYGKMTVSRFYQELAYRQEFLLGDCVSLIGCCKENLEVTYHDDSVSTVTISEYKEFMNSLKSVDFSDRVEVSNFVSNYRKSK
CAL PDZ FP-1: CAL PDZ peptide-binding inhibitors, primary screen, biochemical, fluorescence polarization, Cer-tagged CAL PDZ, HTS; Golgi-associated PDZ and coiled-coil motif-containing protein (Homo sapiens), Q9HD26; purified CAL PDZ, TMR-peptide fluorescence polarization, 1 h; inhibition, % at 20 µM; 330,000 compounds, 0.02% hits; AID 504414, 2011;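 active = highest replicate inhibition of at least 40%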;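 note: plate controls were DMSO neutral control wells for no effect and unlabeled competitor peptide control wells for full effect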
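material = purified tagged CAL PDZ domain construct (CerCALP) | buffer or medium = sodium phosphate/NaCl buffer pH 7.4 with TCEP, IgG, Thesit | reagent = TMR-labelled reporter peptide T*-PRC34 bound in PDZ groove | incubation = 1 h room-temperature incubation prior to read | measured by = fluorescence polarization (mP) | evaluation = percent inhibition from loss of millipolarization | control set = unlabelled peptide and DMSO controls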
V-ATPase pHluor: regulators of yeast V-ATPase proton pumping, primary screen, pHLuorin cytosolic pH fluorescence; S. cerevisiae; response, % at 10 µM; 350,000 compounds, 0.37% hits; in the data active = response mostly above about 7.3%, no sharp cut-off; inactive = mostly below about 5.4%; note: actives read high; inactives centre near 0; some compounds called inactive have numbers as strong as hits
cardiac RTF act: cardiac RTF calcium sensitivity activators, primary screen, biochemical, IANBD-TnC fluorescence, EC20 calcium; Troponin I, cardiac muscle (Homo sapiens) + Troponin T, cardiac muscle (Homo sapiens) + …; IANBD-labeled TnC RTF fluorescence at EC20 calcium; 0% EC20 calcium, 100% full calcium; activation, % at 7.2 µM; 340,000 compounds, 0.24% hits;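 active = activation above the mean over all tested compounds plus 3 SD, cut at about 30% in these data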;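 note: rise in fluorescence read as greater calcium sensitivity of cardiac thin filaments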
CAL PDZ FP-2: untagged CAL PDZ binding inhibitors, primary screen, biochemical, fluorescence polarization, HTS. Golgi-associated PDZ and coiled-coil motif-containing protein (Homo sapiens), Q9HD26. purified CAL PDZ, TMR-peptide fluorescence polarization, 1 h. inhibition, % at 24.9 µM. 300,000 compounds, 0.92% hits. AID 602252, 2012;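 active = mean inhibition of at least 30% with at least half of replicates also reaching 30%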;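 note: 0% = DMSO neutral control and 100% = excess unlabeled competitor peptide PRC23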
Tat export inh: E. coli Tat export inhibitors, primary screen, MC4100, TorA-mCherry reporter, fluorescence, single point; inhibition, % at 10 µM; 340,000 compounds, 0.036% hits; AID 488895, 2010;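 active = mean replicate inhibition at least 50% and at least half of replicates individually reaching 50%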;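 note: exported cargo escapes ClpAP degradation while cytoplasmic cargo is degraded and loses fluorescence; 0% = median of neutral control wells and 100% = median of NaSCN control wells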
* hit, by the source's call; . = not tested or not shown.

Every second line gives: CDK5 inh | Wnt act | MITF TRPM1 HTS | dFosB activator | Rtt109 HAT inh | CAL PDZ FP-1 | V-ATPase pHluor | cardiac RTF act | CAL PDZ FP-2 | Tat export inh
CCOc1cccc(C(=O)N(Cc2cccc(F)c2)C2CCS(=O)(=O)C2)c1 (stereo not given)
→ 2.6 | -1 | -4 | -5 | -2 | -0.4 | 4 | -4 | . | -2
COc1ccc(C(=O)NCCS(=O)(=O)NC(C)c2ccccc2)cc1 (stereo not given)
→ 0.8 | -7 | -7 | -3 | 2 | -0.3 | -1 | 4 | -1 | 5
COc1ccccc1NC(=O)NC1(C(=O)N2CCCCC2)CCCCC1
→ 0.9 | -3 | 2 | -2 | -15 | -1.8 | 0 | 2 | . | 5
O=S(=O)(Nc1ccc(N2CCOCC2)cc1)c1cc(Cl)ccc1Cl
→ 0.5 | -2 | 9 | -4 | . | -3.1 | -2 | 1 | 1 | -2
CCOC(=O)C1CCN(S(=O)(=O)CCNC(=O)c2cccc(OC)c2)CC1
→ -0.7 | -1 | -6 | -3 | -3 | -2.0 | -2 | 3 | 0 | 4
CCN(CC)c1cc(NCCO)c([N+](=O)[O-])c2nonc12
→ -3.8 | 1 | 7 | 1 | . | -0.9 | 11 | -3 | 0 | -2
O=C(COc1ccc(-c2nnco2)cc1)Nc1ccc(C(F)(F)F)cc1
→ -0.1 | -2 | -9 | -1 | 3 | -0.6 | -1 | -4 | . | -9
COc1ccc(OC)c(NC(=O)Cn2cc(C=O)c3ccccc32)c1
→ 1.3 | 12 | -10 | 10 | 8 | -1.0 | -1 | -4 | 2 | -1
CC(C)OP(=O)(OC(C)C)C(Nc1ccc(C(=O)O)cc1)c1ccccc1 (stereo not given)
→ -0.2 | 2 | 3 | -3 | 1 | -2.2 | 4 | -6 | -1 | -5
CC(=O)c1ccc(N2CCN(c3ccc(S(=O)(=O)NCCCN(C)C)cc3[N+](=O)[O-])CC2)cc1
→ -0.2 | 0 | -6 | -2 | 9 | -2.2 | 2 | 4 | 3 | -1
Cc1c(C(=O)OC(C)C)[nH]c2c1C(=O)CCC2
→ -0.2 | . | 25 | 1 | -5 | 0.4 | 1 | 6 | 2 | -1
Cc1ccc(S(=O)(=O)N2CCN(C(=O)C3Cc4ccccc4CN3C(=O)c3ccco3)CC2)cc1 (stereo not given)
→ -1.1 | -1 | -13 | -9 | -6 | -1.0 | -1 | 2 | 2 | -1
CCO[C@@H]1OC(C(=O)NCc2ccccc2)=C[C@H](C)[C@H]1CCCO
→ -0.7 | 1 | 8 | 4 | 4 | 0.2 | -1 | -3 | -1 | 10
COc1cccc(NC(=O)COC(=O)COc2cccc3c2OC(C)(C)C3)c1
→ -0.1 | 1 | -9 | -15 | -3 | -2.4 | 2 | -7 | 12 | -6
O=C(COc1ccc([N+](=O)[O-])cc1)Nc1ccc2c(c1)CCC2
→ -7.8 | 7 | 23 | -4 | -2 | -3.0 | -2 | 3 | -3 | -7
Cc1cc2cc(CCNS(C)(=O)=O)c(=O)[nH]c2cc1C
→ 1.5 | -1 | -4 | -11 | 6 | -0.3 | 2 | 4 | -1 | 5
NC(=O)C1CCN(C(=O)C2CCC(=O)N(CC3CCCCC3)C2)CC1 (stereo not given)
→ 0.0 | 1 | -10 | -3 | -3 | -0.1 | -4 | 6 | 9 | 7
C[C@]12c3[nH]c4ccccc4c3CCN1C(=O)C(CC(=O)NCCCn1ccnc1)C[C@@H]2C(=O)N1CCOCC1 (stereo not given in full)
→ 0.3 | -5 | 7 | 2 | -1 | -0.3 | -3 | 6 | -2 | -2
Cc1cccc(/C=N/NC(=O)Cc2cccs2)c1
→ 1.0 | 16 | . | 1 | 3 | -0.2 | -3 | -4 | . | 6
CCC(=O)N(CCC1(c2ccccc2OC)CCOC(C(C)C)C1)Cc1ccco1 (stereo not given)
→ -1.1 | 4 | -8 | -16 | -9 | -0.7 | -2 | 4 | -2 | 15
CCOCCCNC(=O)Cn1cnc2c(cnn2-c2ccc(OC)cc2)c1=O
→ 0.5 | 0 | 5 | -4 | -3 | -0.8 | 1 | -2 | 3 | -4
CC1=CC2=NC(=O)CC(C)(C(=O)N(CC(=O)NC3CCCC3)c3ccccc3F)N2C=C1 (stereo not given)
→ 0.0 | -4 | 5 | 1 | -10 | -2.0 | -1 | -4 | 2 | 1
O=C(COc1ccc2c3c(c(=O)oc2c1)CCCC3)N1CCN(c2ccc(F)cc2)CC1
→ 0.6 | 0 | -6 | 9 | 7 | -1.2 | -2 | 1 | 1 | 7
O=c1[nH]c(=O)c2nnc(N/N=C/c3ccccc3F)nc2[nH]1
→ 0.8 | -3 | 6 | -2 | 11 | -2.1 | 2 | -4 | -9 | -7
CCOc1ccc(N(C(=O)c2cnccn2)C(C(=O)NC2CCCCC2)c2ccc(O)cc2)cc1 (stereo not given)
→ -6.0 | -1 | 11 | -7 | 0 | 0.5 | -3 | 9 | -2 | -4
CCc1ccc(C(C)NC(=O)c2ccncc2)cc1 (stereo not given)
→ 2.5 | -2 | -2 | -2 | 3 | -0.5 | -5 | 1 | -3 | 0
COc1ccc(C(=O)CSc2nnc(-c3ccco3)c(-c3ccco3)n2)cc1
→ 1.2 | . | 3 | -10 | 16 | -1.6 | -3 | -11 | 4 | -3
O=c1c2nnn(Cc3ccccc3)c2ncn1C/C=C/c1ccccc1
→ 0.1 | 0 | . | -8 | 2 | -0.8 | 2 | 4 | . | 5
O=C(Cc1c(F)cccc1Cl)Nc1ccc(S(=O)(=O)NCC2CCCO2)cc1 (stereo not given)
→ 1.9 | -1 | -9 | 0 | -3 | 0.1 | -1 | 1 | -3 | 5
COCCSc1nnc(NC(=O)CS(=O)(=O)c2ccc(C)cc2)s1
→ 1.2 | -4 | 2 | 1 | 10 | -2.2 | 0 | -2 | -2 | -4
O=C(c1csc2c1CCCC2)N1CCCCC1
→ -0.7 | . | -4 | 5 | 4 | -0.3 | 3 | 3 | -1 | 3
Cc1cc(NC(=O)/C=C/c2cccc(Cl)c2)n(-c2nc3ccccc3[nH]2)n1
→ 4.8 | 11 | 15 | -12 | . | -3.4 | 3 | -6 | -3 | 6
Cc1nc(-c2ccc(S(=O)(=O)Nc3ccc(S(N)(=O)=O)cc3)cc2)co1
→ . | 4 | 6 | -2 | 21 | -2.7 | -3 | -5 | 9 | 0
Cc1ccc(C(=O)NCC(=O)OCC(=O)c2ccc3c(c2)OCCO3)cc1C
→ 0.6 | 0 | 8 | -11 | 3 | -3.6 | 3 | 0 | 0 | 0
CCOC(=O)C1(CCOC)CCN(C(=O)c2ccccc2-c2cccc(C)c2)CC1
→ -1.3 | -1 | -6 | -1 | -5 | -1.7 | -2 | -1 | -4 | -7
CC(=O)c1ccc(N2CCN(C(=O)CCS(=O)(=O)c3ccc4c(c3)CCN4C(C)=O)CC2)cc1
→ 2.4 | 1 | 2 | -2 | 16 | -0.7 | 1 | -1 | . | -1
CCCn1nnc(NC(=O)COc2ccc(C3CCCCC3)cc2)n1
→ 0.6 | 0 | 7 | -6 | 5 | -0.5 | 3 | 3 | -2 | -13
Clc1ccc(-c2nnc(CNC3CC3)o2)cc1
→ -1.4 | 1 | -12 | -5 | -3 | -1.8 | 3 | 6 | 2 | -6
N#CCC(=O)Nc1sc2c(c1C(N)=O)CCCC2
→ -7.5 | -3 | 4 | 0 | -4 | -0.3 | -3 | 6 | . | 28
CC(C)(C)C1CCC(C(=O)Nc2ccccc2N2CCOCC2)CC1 (stereo not given)
→ 2.3 | 1 | -14 | -9 | 11 | 0.8 | 3 | 1 | -2 | 10
N#CC(C(=O)Nc1ccc(Cl)cc1)=C1Nc2ccccc2N1
→ 1.3 | . | 19 | -2 | -3 | 1.5 | 4 | -3 | -1 | -9
COCCn1nnnc1C(c1ccccc1)N1CCN(c2ccccc2)CC1 (stereo not given)
→ 1.6 | . | 7 | -6 | -7 | 0.0 | 7 | 1 | 0 | -10
CNC(=O)CC(=O)Nc1ccccc1C(=O)O
→ 1.9 | . | -9 | -8 | -1 | -4.7 | -1 | 3 | 2 | 0
Cc1nn(CC(=O)c2ccc(Cl)s2)c(C)c1[N+](=O)[O-]
→ -0.5 | -2 | 1 | . | -4 | -1.1 | 2 | -2 | -3 | -1
CCn1c(SCC(=O)NC)nnc1C(C)C
→ 0.3 | . | 18 | 0 | -12 | -0.5 | 1 | -11 | -1 | 0
O=C(OCc1nc2ccccc2[nH]1)C12CC3CC(CC(C3)C1)C2
→ -1.0 | . | -7 | -12 | 8 | -4.2 | 0 | -3 | . | 2
CCCC(=O)c1ccc(OCc2cn(CC(=O)c3ccc(O)cc3)nn2)cc1
→ -9.7 | 0 | -6 | -13 | 8 | 1.1 | 3 | -2 | -4 | 18
CCOc1ccc(C(=O)NC(=S)Nc2ccc(NC(=O)CC)cc2)cc1[N+](=O)[O-]
→ -1.3 | . | -8 | -2 | 1 | -0.8 | 1 | 10 | -4 | 7
O=C(NCC1COc2ccccc2O1)C1CCCN(S(=O)(=O)c2cccc3cccnc23)C1 (stereo not given)
→ 1.5 | -2 | -19 | 4 | -3 | -0.3 | 0 | 3 | -3 | -30
O=C(NCc1cccs1)C12CC3CC(CC(C3)C1)C2
→ -5.3 | -11 | 9 | -4 | 4 | -0.6 | -1 | 0 | 6 | 0
O=C1C(=O)N(CNc2ccccn2)c2ccccc21
→ 0.4 | 0 | -5 | -5 | 7 | -0.3 | -1 | -3 | -5 | -1
Cc1ccc(OCCCC(=O)NNC(=O)c2ccncc2)cc1
→ -0.3 | -1 | 1 | -2 | -5 | -1.3 | -1 | 0 | 3 | 7
O=C(CSCc1ccccc1)N/N=C/c1ccc(OCC(=O)N2CCCCC2)cc1
→ 3.7 | 0 | 1 | -2 | 6 | -0.2 | -1 | 1 | -5 | 8

2 neighbouring records from above, for reference:
Every second line gives: CDK5 inh | Wnt act | MITF TRPM1 HTS | dFosB activator | Rtt109 HAT inh | CAL PDZ FP-1 | V-ATPase pHluor | cardiac RTF act | CAL PDZ FP-2 | Tat export inh
Cc1ccc(OCCCC(=O)NNC(=O)c2ccncc2)cc1
→ -0.3 | -1 | 1 | -2 | -5 | -1.3 | -1 | 0 | 3 | 7
O=C(CSCc1ccccc1)N/N=C/c1ccc(OCC(=O)N2CCCCC2)cc1
→ 3.7 | 0 | 1 | -2 | 6 | -0.2 | -1 | 1 | -5 | 8
